Bioassay records (PubChem)
UPR XBP1 act = adaptive UPR (XBP1) activation; CHO-XBP1 luciferase reporter, IRE1-XBP1 UPR activation, luminescence; percent of tunicamycin response, DMSO as zero; activation, % at 20 µM; actives 0.33% (n = 330,000);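 active = versus positive control, 20 µM dose yields 30% or more activation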;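 note: 100% = tunicamycin at 10 µg/mL and 0% = DMSO only wells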
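Assay system: CHO-XBP1 luciferase reporter cells; Schedule: 6 h treatment, 37 °C; Detection: glow luminescence from Steady-Glo reagent; Benchmarks: high control tunicamycin 10 µg/mL final, low control DMSO vehicle only.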
APJ antagonist = antagonists of human APJ apelin receptor; CHO-K1 APJ beta-arrestin complementation, luminescence; inhibition, % at 20 µM; actives 0.32% (n = 330,000);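 active = inhibition above about 40% at 20 µM, limit read from the data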;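 note: cells challenged with 10 nM apelin-13 agonist together with compound; plate controls were apelin-13 plus DMSO wells for no effect and DMSO wells lacking apelin-13 for full effect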
UPR CHOP act = activators of apoptotic arm of unfolded protein response (CHOP); CHO-CHOP luciferase reporter, UPR activation, luminescence; percent of tunicamycin response over DMSO baseline; activation, % at 10 µM; actives 0.34% (n = 330,000);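 active = at 10 µM dose, activation of 40% or more, normalized to positive control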;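 note: 100% = tunicamycin at 10 µg/mL and 0% = DMSO alone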
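Test system: CHO CHOP reporter cells. Input: 500 CHO-CHOP cells per well. Medium: F12 with 10% FBS. Technique: luciferase luminescence. Measure: percent activation relative to tunicamycin control. Dosing: 10 µM compound, 0.5% DMSO. Timing: 16-18 h cell attachment, then 6 h compound exposure, 37 °C.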
CXCR6 inh = inhibitors of human CXCR6 receptor; CHO-K1 PathHunter CXCR6 beta-arrestin, luminescence; inhibition, % at 20 µM; actives 0.36% (n = 360,000); in the data active = inhibition above about 34%, passing the limit was not always enough;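 note: antagonist mode with CXCL16 agonist at 10 nM final; 0% = 10 nM CXCL16 with DMSO and 100% = unstimulated wells without agonist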
APJ ag = APJ receptor agonism | actives 0.11% (n = 330,000) | CHO-K1 APJ PathHunter beta-arrestin, luminescence; 0% DMSO wells, 100% apelin | P35414 | activation, % at 20 µM;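 active = activation more than six SD over the plate average, tested at 20 µM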;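 note: 0% = DMSO alone and 100% = apelin-13 at 10 nM; some results filed as inactive read as strong as hits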
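Test system: CHO-K1 APJ beta-arrestin complementation cell line. Amount: cell density 1000 per well. Controls: DMSO negative, 10 nM Apelin-13 positive. Signal: luminescent beta-gal fragment complementation, chemiluminescent substrate. Read-out basis: agonist-driven arrestin binding to APJ. Timing: compound stimulation 90 min at 25 °C, detection 60 min.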
tim10-1 inh = inhibits growth of tim10-1 mutant yeast; S. cerevisiae tim10-1 ts strain growth, BacTiter-Glo, 24 h; actives 2.2% (n = 330,000); inhibition, % at 20 µM;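 active = inhibition of at least 40%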;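 note: mutant grown at 25 °C; 0% = DMSO wells with yeast and 100% = wells holding no yeast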
Mdm2-MdmX inh = disrupts the human Mdm2-MdmX interaction | O15151+Q00987 | SaOS-2 split-luciferase Mdm2/MdmX complementation, luminescence | inhibition, % at 8 µM | actives 3% (n = 330,000);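 active = inhibition of at least 50% at 8 µM in the primary screen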
Target sequence (O15151 whole entry, looked up): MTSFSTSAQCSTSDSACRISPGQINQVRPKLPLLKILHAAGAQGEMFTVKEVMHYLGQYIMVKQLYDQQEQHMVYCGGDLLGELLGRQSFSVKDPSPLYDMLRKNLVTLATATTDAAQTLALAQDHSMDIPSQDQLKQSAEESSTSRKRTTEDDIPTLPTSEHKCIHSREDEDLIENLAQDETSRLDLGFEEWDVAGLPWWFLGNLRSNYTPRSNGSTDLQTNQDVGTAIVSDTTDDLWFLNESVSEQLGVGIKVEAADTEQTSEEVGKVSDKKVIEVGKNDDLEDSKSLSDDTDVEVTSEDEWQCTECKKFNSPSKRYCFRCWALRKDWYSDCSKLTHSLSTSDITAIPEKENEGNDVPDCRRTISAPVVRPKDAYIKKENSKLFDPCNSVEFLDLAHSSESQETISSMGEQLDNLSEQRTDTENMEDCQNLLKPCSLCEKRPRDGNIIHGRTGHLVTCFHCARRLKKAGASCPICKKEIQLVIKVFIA
Target sequence (Q00987 whole entry, looked up): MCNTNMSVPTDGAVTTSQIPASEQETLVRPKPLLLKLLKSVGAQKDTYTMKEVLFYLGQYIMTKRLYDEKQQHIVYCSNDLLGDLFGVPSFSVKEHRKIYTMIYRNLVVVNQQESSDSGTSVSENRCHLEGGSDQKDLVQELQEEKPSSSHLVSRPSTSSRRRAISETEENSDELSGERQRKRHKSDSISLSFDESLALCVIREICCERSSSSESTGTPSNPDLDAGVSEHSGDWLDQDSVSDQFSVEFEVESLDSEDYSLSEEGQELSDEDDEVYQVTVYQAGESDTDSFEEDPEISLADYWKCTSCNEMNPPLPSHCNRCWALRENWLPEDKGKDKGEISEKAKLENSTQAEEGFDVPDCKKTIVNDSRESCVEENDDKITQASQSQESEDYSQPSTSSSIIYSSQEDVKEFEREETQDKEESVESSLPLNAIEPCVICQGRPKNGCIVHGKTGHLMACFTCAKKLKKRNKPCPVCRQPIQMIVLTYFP
tim23-1 inh = growth inhibitors of tim23-1 mutant yeast | actives 1.3% (n = 330,000) | inhibition, % at 20 µM | S. cerevisiae tim23-1 growth, BacTiter-Glo luminescence, 24 h;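 active = growth inhibition of the mutant yeast at or above 50%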;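 note: temperature-sensitive mutant grown at 25 °C; plate controls were DMSO-treated mutant yeast for no effect and medium wells lacking yeast for full effect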
TIM10 inh = TIM10 yeast growth inhibition. S. cerevisiae TIM10 strain growth, BacTiter-Glo luminescence, 24 h. inhibition, % at 10 µM. actives 1.4% (n = 330,000). AID 463195;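 active = inhibition of 40% or more at the single tested concentration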;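 note: wild-type TIM10 isogenic control strain grown at permissive 25 °C; 0% = DMSO yeast wells and 100% = minimal medium wells without yeast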
* hit, by the source's call. This is a subset; count on the stated rates, not on these rows.

smiles,tim23-1 inh,tim10-1 inh,UPR XBP1 act,Mdm2-MdmX inh,UPR CHOP act,APJ ag,TIM10 inh,CXCR6 inh,APJ antagonist
CCOC(=O)N1CCN(C(=O)COC(=O)COc2c(C)cc(C)cc2C)CC1,12,15,-1,2,0.1,-4,6,-15,7
O=C(Nc1nnc(SCc2c(Cl)cccc2Cl)s1)C1CC(=O)N(c2ccc3c(c2)OCCO3)C1 (configuration not stated),-24,-39,-9,-1,-5.3,-2,-13,-1,1
O=C1CC(c2nc3ccccc3[nH]2)CN1Cc1ccccc1 (configuration not stated),8,3,0,-25,3.3,2,-3,-4,2
Cc1ccc(SCc2ccc(C(=O)Nc3cccnc3)cc2)cc1,7,16,2,-12,1.4,0,15,-2,9
Nc1cc(=O)[nH]c(SCC(=O)Nc2ccc(S(=O)(=O)N3CCOCC3)cc2)n1,15,1,0,-31,-0.3,-2,11,24,-3
O=C(COC(=O)c1cc(S(=O)(=O)N2CCOCC2)ccc1F)NCCc1ccc(F)cc1,6,1,-1,11,-0.8,-1,-8,-6,11
CSc1nc2ccccc2c(=O)n1C1CCCCC1,-4,-8,-1,18,0.7,-1,-2,1,12
COc1ccc(N/C=C/C(=O)c2ccc(Oc3ncccn3)cc2)cc1,13,4,0,-14,3.4,-1,8,-5,0
COc1ccc(C(C#N)N2N=C(C)CC2(C)C)cc1 (configuration not stated),9,-4,-2,-22,1.1,1,-6,-3,-9
Cn1cccc1P(=O)(c1cccn1C)c1cccn1C,-15,3,-1,1,-1.9,-7,4,-7,9
O=C(NCc1ccco1)Nc1ccc2nsnc2c1,-2,2,0,9,5.7,1,3,-4,-19
Cc1ccc(C(=O)N/C(=C/c2ccc(Cl)cc2)C(=O)Nc2cccc(C(=O)O)c2)cc1,14,-4,-3,2,0.0,-1,6,-1,-9
CC(C)c1ccccc1NC(=O)C1C2C=CC(C2)C1C(=O)O (configuration not stated),0,3,-2,14,1.8,1,1,-2,6
COc1ccc(OC)c2sc(NC(=O)c3cccc(N4C(=O)CCC4=O)c3)nc12,-12,-17,10,20,-1.1,12,11,-8,-13
O=C(NCc1ccccc1)C1=C[C@@H](c2ccc(Br)cc2)C[C@@H](OCCCCO)O1,31,19,-4,-14,3.5,12,17,-1,13
O=C(OCC(=O)N1CCN(c2ccccc2)CC1)c1ccncc1,20,10,0,7,0.3,-2,4,-2,-2
COC(=O)C1=C(C)NC(C)=C(C(=O)OC)C1c1ccccc1[N+](=O)[O-],27,18,-8,97*,2.5,5,9,2,-13
c1ccc2cc(-c3cc4ccccn4c3)ccc2c1,32,27,4,-65,1.6,0,3,-2,-16
O=C(O)CC1Sc2nc3ccccc3n2C1=O (configuration not stated),15,4,1,16,-2.7,-3,10,-7,13
COc1ccc(NC(=O)Cn2nc3n(c2=S)CCC3)cc1,4,-16,-1,17,-3.8,-5,2,-4,-4
CCOC(=O)C1=C(C)NC(=O)NC1c1ccc(N2CCC(c3ccccc3)=N2)cc1 (configuration not stated),-15,15,3,1,2.9,-3,-9,-3,1
OC(CON=C1c2ccccc2-c2ccccc21)CN1CCNCC1 (configuration not stated),9,21,4,33,1.1,1,8,1,-11
CC(=O)c1ccc(S(=O)(=O)NCCc2cn3ccc(C)cc3n2)cc1,-6,-11,-3,3,0.8,1,-1,12,10
Cc1cccc(NC(=S)NC2CC3CCCC(C2)N3Cc2ccco2)c1 (configuration not stated),7,7,5,-7,0.4,-4,7,3,13
CC(C)(C)C(=O)NC1=NCCS1,0,-6,0,-23,0.6,-4,10,-1,8

Brought forward from above: 2 entries, followed by the next part.
smiles,tim23-1 inh,tim10-1 inh,UPR XBP1 act,Mdm2-MdmX inh,UPR CHOP act,APJ ag,TIM10 inh,CXCR6 inh,APJ antagonist
Cc1cccc(NC(=S)NC2CC3CCCC(C2)N3Cc2ccco2)c1 (configuration not stated),7,7,5,-7,0.4,-4,7,3,13
CC(C)(C)C(=O)NC1=NCCS1,0,-6,0,-23,0.6,-4,10,-1,8
CCCNC(=O)COC(=O)c1ccccc1C(=O)c1ccc(Cl)c([N+](=O)[O-])c1,17,11,-4,98*,25,-1,18,19,13
CC(=O)c1cc2c(cc1NC(=O)CSc1nnc(C)s1)OCO2,7,19,3,16,0.0,0,1,7,7
CCOC(=O)CSc1nnc(-c2ccc([N+](=O)[O-])cc2)o1,19,21,-8,-19,-1.1,1,-8,-5,-8
CC(C)COc1ccc(S(=O)(=O)NNC(=O)c2cc3ccccc3o2)cc1,40,39,2,1,0.5,0,25,-4,6
Cn1c(CCC(=O)O)nc2cc(S(=O)(=O)N3CCCC3)ccc21,6,5,-2,3,-0.2,1,1,3,10
Cc1ccc(C(=O)N2CCCC2)cc1S(=O)(=O)Nc1cccc(C)c1C,9,8,-3,10,0.2,-5,-17,3,-31
COc1c(Cl)cnn(-c2ccc(C)cc2)c1=O,3,13,-1,12,3.3,-2,15,5,10
COC(=O)[C@@]12CCCCN1[C@H](c1ccc(-c3ccc4c(c3)OCO4)c(OC)c1)[C@@H]1C(=O)N(C)C(=O)[C@@H]12,37,10,1,21,-1.8,2,14,-16,0
Cc1cc(C)nc(NS(=O)(=O)c2ccc(NC(=O)COc3ccccc3F)cc2)n1,10,3,-3,-11,0.4,1,-4,0,9
N=c1n(CCO)c2ccccc2n1Cc1ccccc1Cl,7,17,-1,26,-1.1,-3,3,5,4
Cc1ccc(C(C)C)c(OCC(O)CN2CCOCC2)c1 (configuration not stated),18,-12,0,12,-1.1,0,9,2,-6
Cc1[nH]c2ccccc2c1C(=O)COC(=O)C1CC(O)CN1S(=O)(=O)c1ccc(Cl)cc1 (configuration not stated),7,12,-3,25,0.9,28*,5,-6,-16
COc1ccc(NS(=O)(=O)c2cccc(C(=O)NN=Cc3ccc(O)c(OC)c3)c2)cc1,-9,9,-1,-14,-0.1,2,-4,6,-2
C#CCOCCOCCOCCNc1nc(N2CCN(C(=O)[C@H](CCCN=C(N)N)n3cc(C(N)[C@H](C)CC)nn3)CC2)nc(N2CCN(C(=O)[C@H](CCCN=C(N)N)n3cc(C(N)[C@@H](C)CC)nn3)CC2)n1 (some centres not stated),-23,-20,-4,-15,1.1,-2,-9,-1,9
COc1ccc(NS(=O)(=O)c2ccc(OC)c(N(C)S(=O)(=O)c3ccc(Cl)cc3)c2)cc1,9,-1,-5,9,1.8,6,-5,-1,15
Cc1cccc(Nc2nnc(SCc3cc(=O)n4cc(C)ccc4n3)s2)c1,9,27,-2,21,-0.4,1,9,-9,6
COc1ccc(N(CC(=O)NC2CCCCC2)C(=O)CCCC(=O)Nc2ccccn2)c(OC)c1,-4,8,-5,21,0.3,-2,-3,2,6
CCOC(=O)CSc1nnc(CSc2nc3sc4c(c3c(=O)[nH]2)CCC4)n1-c1ccccc1,22,10,2,10,-1.4,-5,19,0,-14
COc1ccc(CN2CCN(C(=O)C3CCN(C(=O)Nc4ccccc4)CC3)CC2)cc1OC,5,-7,-3,14,-0.1,-1,7,0,2
N#CCCN1CCN(C(=S)c2ccc(-c3ccc(Cl)c(Cl)c3)o2)CC1,23,30,9,-22,5.6,0,10,5,-20
O=C1CCC(C(=O)N2CCOCC2)CN1Cc1ccc(Cl)cc1 (configuration not stated),9,8,-1,8,0.7,-5,2,6,-21
COc1ccc(OC)c(/C=N/NC(=O)c2[nH]nc3c2CCc2ccccc2-3)c1,3,9,-3,-18,2.7,5,9,-8,3
c1ccc(Nc2nnc(-c3cccnc3)s2)cc1,8,10,-5,-130,2.4,-2,-12,7,7

Single records (already shown). Screens in order: tim23-1 inh, tim10-1 inh, UPR XBP1 act, Mdm2-MdmX inh, UPR CHOP act, APJ ag, TIM10 inh, CXCR6 inh, APJ antagonist
`CC(=O)c1ccc(S(=O)(=O)NCCc2cn3ccc(C)cc3n2)cc1` is entered as -6, -11, -3, 3, 0.8, 1, -1, 12, 10
`CCOC(=O)C1=C(C)NC(=O)NC1c1ccc(N2CCC(c3ccccc3)=N2)cc1` (configuration not stated) is entered as -15, 15, 3, 1, 2.9, -3, -9, -3, 1
`Cc1ccc(C(C)C)c(OCC(O)CN2CCOCC2)c1` (configuration not stated) is entered as 18, -12, 0, 12, -1.1, 0, 9, 2, -6
`COC(=O)C1=C(C)NC(C)=C(C(=O)OC)C1c1ccccc1[N+](=O)[O-]` is entered as 27, 18, -8, 97*, 2.5, 5, 9, 2, -13
`Cn1c(CCC(=O)O)nc2cc(S(=O)(=O)N3CCCC3)ccc21` is entered as 6, 5, -2, 3, -0.2, 1, 1, 3, 10
